# SENP8 block-1 – human SENP8 protease inhibitors, primary screen, biochemical, fluorescence, Nedd8 protein substrate, uHTS; 360,000 tested, 0.64% active; inhibition, % at 20 µM; AID 602440, 2012; recombinant SENP8; Sentrin-specific protease 8 (Homo sapiens), Q96LD8; in the data active = inhibition mostly above about 40%, no sharp cut-off; inactive = mostly below about 27%
# SENP7 block – SENP7 protease inhibitors, primary screen, biochemical, luminescence, uHTS; Sentrin-specific protease 7 (Homo sapiens), Q9BQF6; recombinant SENP7, Z-RLRGG-aminoluciferin luminescence, 40 min; inhibition, % at 5 µM; 330,000 tested, 1.5% active;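 active = inhibition above about 50% at the single test dose, limit read from the data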;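 also: plate controls were DMSO with enzyme for no effect and no enzyme buffer wells for full effect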
# PfG6PD inh – PfG6PD enzyme inhibitors, primary screen, biochemical, fluorescence intensity, uHTS; glucose-6-phosphate dehydrogenase-6-phosphogluconolactonase (Plasmodium falciparum 3D7); PfGluPho enzyme, NADPH resazurin-diaphorase fluorescence; inhibition, % at 20 µM; 350,000 tested, 0.78% active;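 active = inhibition reaching at least a set limit at 20 µM in the primary screen, cut at about 59% in these data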;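 also: 0% = DMSO wells with substrate and 100% = DMSO wells lacking glucose-6-phosphate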
# SENP1 inh – human SENP1 catalytic domain inhibitors, primary screen, biochemical, FRET, uHTS | inhibition, % at 10 µM | recombinant SENP1 catalytic domain, CyPet-SUMO1-YPet FRET cleavage | AID 624204, 2012 | 360,000 tested, 0.21% active;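 active = inhibition at least 30% at 10 µM, raw YFP signal under a set limit, fluorescence ratio 0.5 to 1.5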;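 also: 0% = enzyme with DMSO and 100% = no enzyme wells; some results filed as inactive read as strong as hits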
#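 Compound: 10 µM single point, 0.5% DMSO; Test system: hSENP1 catalytic domain, recombinant; Timing: 50 min reaction at room temperature; Technique: FRET, CFP and YFP emission; Control set: no-enzyme wells low, DMSO-plus-enzyme wells high control.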
# SENP6 inh – SENP6 protease inhibitors, primary screen, biochemical, luminescence, uHTS | Sentrin-specific protease 6 (Homo sapiens), Q9GZR1 | Recombinant SENP6 catalytic domain, aminoluciferin luminescence | inhibition, % at 10 µM | 330,000 tested, 1.8% active;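 active = inhibition above about 50% at the single tested dose, limit read from the data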;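 also: plate controls were DMSO wells with enzyme for no effect and DMSO wells lacking enzyme for full effect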
# Apaf-1 inh – inhibitors of human Apaf-1 apoptosome, primary screen, biochemical, DEVD-Rh110 fluorescence, uHTS; Apoptotic protease-activating factor 1 (Homo sapiens), O14727; reconstituted apoptosome caspase-3 activity; inhibition, % at 20 µM; 330,000 tested, 0.71% active; AID 489030, 2010; active = inhibition of at least 40% at 20 µM;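 also: plate controls were DMSO wells for no effect and DEVD-CHO caspase inhibitor wells for full effect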
# Target sequence (O14727 whole entry, looked up): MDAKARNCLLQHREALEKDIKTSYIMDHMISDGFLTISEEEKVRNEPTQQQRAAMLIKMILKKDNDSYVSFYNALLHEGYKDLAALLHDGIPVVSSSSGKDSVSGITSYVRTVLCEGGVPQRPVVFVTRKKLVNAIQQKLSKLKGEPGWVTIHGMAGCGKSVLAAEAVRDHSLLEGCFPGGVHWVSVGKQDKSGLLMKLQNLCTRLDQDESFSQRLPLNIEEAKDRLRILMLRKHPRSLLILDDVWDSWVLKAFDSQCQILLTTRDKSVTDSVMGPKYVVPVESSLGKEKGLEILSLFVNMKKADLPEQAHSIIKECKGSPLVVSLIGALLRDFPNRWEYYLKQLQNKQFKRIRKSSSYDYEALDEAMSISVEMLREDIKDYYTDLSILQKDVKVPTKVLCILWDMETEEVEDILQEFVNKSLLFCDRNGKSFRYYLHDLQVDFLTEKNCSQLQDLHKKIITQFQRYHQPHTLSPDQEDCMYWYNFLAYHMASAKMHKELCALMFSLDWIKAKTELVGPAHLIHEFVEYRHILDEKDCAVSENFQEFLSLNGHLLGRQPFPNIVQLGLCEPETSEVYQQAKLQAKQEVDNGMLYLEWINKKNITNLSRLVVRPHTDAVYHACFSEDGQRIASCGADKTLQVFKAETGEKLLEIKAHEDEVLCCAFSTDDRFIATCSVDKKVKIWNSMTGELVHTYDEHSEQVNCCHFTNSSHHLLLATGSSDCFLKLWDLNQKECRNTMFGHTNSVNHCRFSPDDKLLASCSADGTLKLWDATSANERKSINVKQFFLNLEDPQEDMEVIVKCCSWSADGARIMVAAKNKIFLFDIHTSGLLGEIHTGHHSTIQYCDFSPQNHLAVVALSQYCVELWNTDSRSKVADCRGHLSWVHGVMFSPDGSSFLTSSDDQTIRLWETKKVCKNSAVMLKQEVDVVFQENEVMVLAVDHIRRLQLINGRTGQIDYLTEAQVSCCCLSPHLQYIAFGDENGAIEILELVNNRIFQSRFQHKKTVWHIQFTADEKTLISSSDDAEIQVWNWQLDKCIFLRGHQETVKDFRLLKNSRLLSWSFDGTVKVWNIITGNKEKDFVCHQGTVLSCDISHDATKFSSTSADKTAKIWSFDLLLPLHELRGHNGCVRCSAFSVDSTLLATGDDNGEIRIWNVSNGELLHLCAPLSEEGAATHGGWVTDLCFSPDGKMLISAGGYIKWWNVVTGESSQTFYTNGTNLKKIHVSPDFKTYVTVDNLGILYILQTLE
#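 System – cell-free apoptosome with Apaf-1, procaspase-3 and caspase-9 · Buffer or medium – pH 7.5 Hepes buffer with CHAPS, BSA, DTT · Also added – cytochrome c with DEVD-Rh110 · Times – 30 min compound preincubation, 50 min activation, room temperature · Technique – Rh110 fluorescence intensity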
# SENP8 block-2 – SENP8 protease inhibitors, primary screen, biochemical, luminescence. inhibition, % at 10 µM. AID 2540, 2010. purified SENP8, Z-RLRGG-aminoluciferin cleavage. Sentrin-specific protease 8 (Homo sapiens), Q96LD8. 330,000 tested, 1.2% active; in the data active = inhibition above about 50%
# HKDC1 inhibitor – HKDC1 hexokinase inhibitors, primary screen, biochemical, fluorescence, uHTS; Q2TB90; recombinant HKDC1, G6PDH/diaphorase resazurin coupled fluorescence; inhibition, % at 20 µM; 340,000 tested, 0.16% active;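 active = inhibition above about 35% when tested at 20 µM, limit read from the data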;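 also: plate controls were DMSO wells with enzyme for no effect and DMSO wells lacking enzyme for full effect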
#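 Material: recombinant HKDC1 hexokinase; Amount: HKDC1 at 5 µg/mL; Medium: Tris pH 8.0 buffer with MgCl2, Tween-20, BSA, BME; Schedule: 90 min reaction incubation at room temperature, dark; Technique: coupled resazurin fluorescence, excitation 525 nm, emission 613 nm.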
# Numbers without * were called inactive; i = inactive; nt = no result given.
SMILES,SENP8 block-1,SENP7 block,PfG6PD inh,SENP1 inh,SENP6 inh,Apaf-1 inh,SENP8 block-2,HKDC1 inhibitor
Cc1ccccc1NC(=O)CN1C(=O)CSc2ccc(S(=O)(=O)N3CCCC3)cc21,21,1,-3,4,1,5,-1,-8
CCOC(=O)c1cc(C)sc1N1C(=O)C2C3C=CC(C3)C2C1=O (configuration not stated),16,3,-5,1,8,-7,2,14
COC(=O)C(C)Sc1ccc2nnc(-c3ccccc3)n2n1 (configuration not stated),-137,-10,-7,-8,-12,4,-13,-2
O=C(Nc1ccc(-n2ccc(C(F)(F)F)n2)cc1)c1cccs1,9,-5,19,1,5,13,-2,-3
CC(Cc1ccccc1)C(=O)N[C@@H](CO)Cc1ccccc1 (some centres not stated),20,-5,10,-1,-4,-4,3,0
COc1ccccc1/C=C/C1(C(=O)NC2CCCC2)CC(=O)N1c1ccc(F)cc1 (configuration not stated),39,3,-8,0,20,2,2,10
CCOC(=O)CSCC(=O)N1CCC(Cc2ccccc2)CC1,0,-8,10,0,-15,4,8,-3
COc1ccc(Cl)cc1NC(=O)COC(=O)CCNC(C)=O,18,1,-15,2,-25,2,-15,5

# In the list so far, 2 have an aryl methoxy group:
SMILES,SENP8 block-1,SENP7 block,PfG6PD inh,SENP1 inh,SENP6 inh,Apaf-1 inh,SENP8 block-2,HKDC1 inhibitor
COc1ccccc1/C=C/C1(C(=O)NC2CCCC2)CC(=O)N1c1ccc(F)cc1 (configuration not stated),39,3,-8,0,20,2,2,10
COc1ccc(Cl)cc1NC(=O)COC(=O)CCNC(C)=O,18,1,-15,2,-25,2,-15,5

# Continuation.
SMILES,SENP8 block-1,SENP7 block,PfG6PD inh,SENP1 inh,SENP6 inh,Apaf-1 inh,SENP8 block-2,HKDC1 inhibitor
CCN(CC)c1ccc(N2C(=O)/C(=C/c3ccccn3)SC2=S)cc1,14,0,-1,0,-12,14,-7,-2
CC(=O)Nc1nc(C)c(C(C)C)s1,13,4,18,0,-12,-16,2,-6
COc1cccc(CN(C)C(=O)C(Cc2ccccc2)NC(=O)c2ccccc2)c1OC (configuration not stated),10,-7,-2,-1,3,16,-4,-4
COCCN(C(=S)Nc1cccc(C)c1)C(C)c1cccs1 (configuration not stated),0,-3,18,-1,2,8,-4,2
COc1ccccc1NC(=O)/C=C/c1ccc(OC)c(S(=O)(=O)N2CCOCC2)c1,-1,1,-10,-2,4,-1,-7,2
N=C1c2ccccc2CN1NC(=O)COc1ccc(Cl)cc1,23,3,-10,1,-3,-6,-2,-9
COc1ccc(C(=O)NCCCNC(=O)c2cc3ccccc3[nH]2)cc1OC,10,6,-9,-1,6,-162,7,-6
Cc1cnc(C(=O)OCC(=O)NC(C)C)cn1,1,-10,0,0,-3,-3,-8,4
COC(=O)CSc1ccc2nnc(-c3ccc(OC)c(OC)c3)n2n1,-4,-2,3,-2,4,8,4,1
Nn1c(SCc2csc(-c3ccccc3)n2)nnc1-c1cccs1,-11,-1,22,-1,-7,12,-6,3
CC(C)=CCN1CCN(Cc2nc(C(C)C)cs2)CC1CCO (configuration not stated),18,9,-12,3,12,-9,1,1
C=CCn1c(COc2ccc(OC)cc2)nnc1SC(C)C(=O)NC1CC1 (configuration not stated),8,-4,-11,1,-1,-9,1,-4
COc1ccc(C(=O)Nc2ncc(C)s2)cc1S(=O)(=O)N1CCCC1,-20,7,-4,0,-17,-8,-2,5
CC1CCCN(CCOc2ccc3ccccc3c2Br)C1 (configuration not stated),21,-5,17,4,-15,-11,-5,-1
Cc1cccc(OCCCC(=O)NNC(=O)CCN2CCN(c3ccccc3)CC2)c1,11,13,-5,1,-12,i,-7,-4
Cc1cccc(N(C)S(=O)(=O)c2ccc(-c3cnc(C4CC4)o3)cc2)c1,11,-1,-12,0,-2,21,-2,7
CC(C)(C)c1cc(CCC(=O)Nc2ccncc2)cc(C(C)(C)C)c1O,-2,-6,11,-1,-15,-450,4,-5
CCOc1ccc(N2C(=O)Nc3ccc(Br)cc3C2(O)C(=O)NCCN(C)C)cc1 (configuration not stated),16,-4,1,-4,-4,-4,-9,-2
O=c1[nH]c(=O)n(Cc2ccccc2)c2nc(-c3ccc(C(F)(F)F)cc3)n(CCO)c12,-314,8,15,-1,-2,15,2,0
CCOC(=O)CN1C(=O)N[C@@H](c2cccc(F)c2)C(C(=O)OC)=C1C,14,3,6,1,-12,-3,0,-2
Nc1cc(C(F)(F)F)ccc1N1CCOCC1,-275,5,22,2,3,-185,-3,0
Cc1c(C)n(C(=O)CSc2ncn[nH]2)c2ccccc12,12,5,0,1,18,0,-2,0
O=C(O)Cn1c(SCCOc2ccc(Cl)cc2)nc2ccccc21,-2,-3,10,0,3,-6,0,-6
Cc1cc(N2CCCC2=O)cc(C)c1CN1C(=O)c2ccccc2C1=O,9,-8,-6,0,-26,-14,-4,-8
Cc1cc(OCC(O)CN2CCN(c3ccccn3)CC2)cc(C)c1Cl (configuration not stated),8,1,3,0,18,20,3,-3
O=C(CSc1ncn[nH]1)N1N=C2/C(=C/c3ccccc3)CCCC2C1c1ccccc1 (configuration not stated),-143,4,-4,0,-15,38,-12,0
CC(C)(C)NC(=S)NCc1ccco1,-11,6,14,-19,2,22,2,-7
COc1cccc(C2c3c(-c4cc(Cl)c(C)cc4O)n[nH]c3C(=O)N2Cc2cccnc2)c1 (configuration not stated),3,-2,-19,-1,-13,26,-17,2
O=C(CN1C(=O)S/C(=C\c2ccccc2Cl)C1=O)NCCCn1ccnc1,17,13,-2,3,-8,-10,-2,-2
O=C(NCCCn1cccn1)C1CCC(=O)N(Cc2cccc(C(F)(F)F)c2)C1 (configuration not stated),8,13,2,1,-19,-4,-5,1
O=C1CCCc2c1[nH]c1c(Br)cccc21,-3,-8,16,0,-2,8,-2,-5
CCc1cccc2c(C(=O)C(F)(F)F)cn(CC(=O)NCC3CCCO3)c12 (configuration not stated),7,4,29,-2,2,-9,4,-10
Cn1c(-c2ccc(F)cc2)cnc1NCc1ccccc1,-3,6,9,-5,4,14,2,9
CC(COc1cccc2ccccc12)CN1CCN(C)CC1 (configuration not stated),-8,-3,-3,-2,6,-13,3,16
CS(=O)(=O)N1CCc2cc(S(=O)(=O)Nc3ccc4oc5c(c4c3)CCCC5)ccc21,11,6,-6,-1,-10,6,-3,-1
CCN(CC)C(=O)Cn1c(=O)n(CCC(=O)Nc2ccc(F)cc2)c(=O)c2sccc21,8,-3,1,0,1,-10,4,-6
O=C(CC1SC(N2CCOCC2)=NC1=O)Nc1ccc(F)cc1 (configuration not stated),3,9,-5,2,-1,-1,6,-5
CCc1nnc(NC(=O)CSc2nc(SC)ns2)s1,14,6,1,-2,-2,-8,6,0
O=C(CC1C(=O)NCCN1Cc1ccoc1)NCCc1ccc(Cl)cc1 (configuration not stated),0,4,-4,0,14,4,4,6
O=C(Nc1cccc(F)c1)c1c(O)c2cccc3c2n(c1=O)CCC3,nt,-1,nt,nt,-9,1,0,nt
CC(C)CNC(=O)c1cccc(NC(=O)CSc2ccccc2)c1,16,4,3,0,11,-11,10,-8
COc1cc(Cl)c(C)cc1NC(=O)COc1ccccc1[N+](=O)[O-],12,7,-6,3,-7,7,-2,-7
CC12CCC(=O)N1c1ccccc1C(=O)N2c1ccccc1 (configuration not stated),13,5,-15,2,-2,-9,1,-9
O=C(N=C1SC2CS(=O)(=O)CC2N1CCc1ccccc1)C1CC1 (configuration not stated),9,-5,7,1,9,-8,0,-7
CC1C/C(=N/N2C(=O)CSC2=S)CC(C)(C)C1 (configuration not stated),10,17,-7,-1,-8,-6,-7,-6
CCc1nn(CC(=O)NCCCN(C)C2CCCCC2)c(=O)c2cc3occc3n12,9,17,-3,0,-13,0,-3,-7
COc1ccc(-c2nn(CCC#N)cc2C(=O)Nc2ccccn2)cc1OC,18,5,-8,-2,1,-4,-3,-5
CC1CCc2nn(CC(=O)NCc3ccc(F)cc3)cc2C1 (configuration not stated),13,-2,2,3,1,-2,7,-8
Oc1ccc2ccccc2c1CN1CCOCC1,-94,5,24,1,-9,-1,3,9
C=CCN1C(=O)CS/C1=N\S(=O)(=O)c1ccc(Cl)cc1,7,-5,-17,1,-2,2,-7,-1
Nc1nc(SCC(=O)Nc2ccccc2)nc2nc3c(cc12)CCCC3,-103,4,-2,-19,-9,-2,-2,-6
CC(=O)c1c(C)[nH]c(C(=O)OC(C)C(=O)Nc2ccc(C)c(S(=O)(=O)N3CCOCC3)c2)c1C (configuration not stated),10,-3,6,1,-22,20,-10,-1
Cc1cccc(NC(=S)N/N=C/c2ccc([N+](=O)[O-])s2)c1,24,0,6,38,50,18,16,-25
CC1(C)CCC[C@]2(C)[C@H]3Cc4cc(O)ccc4O[C@]3(C)CC[C@@H]12,10,0,44,-6,-5,27,5,5
O=c1[nH]c2ccc(Cl)cc2c(-c2ccccc2)c1CN1CCOCC1,-44,-7,6,-20,-4,17,-4,12
CCN1CCN(CC(=O)Nc2ccc(N(C)C)cc2)CC1,29,7,-12,2,-25,-13,-5,-3

# The list goes on:
SMILES,SENP8 block-1,SENP7 block,PfG6PD inh,SENP1 inh,SENP6 inh,Apaf-1 inh,SENP8 block-2,HKDC1 inhibitor
COC(=O)[C@@H](NC(=O)Nc1ccc(C(C)=O)cc1)C(C)C,12,-6,-6,1,-6,-12,-12,-13
CCCCOc1ccccc1Cn1c(=O)oc2ccc(C)cc21,21,-4,-26,1,-6,4,1,-1
COC(=O)c1sc2nc(SCc3ccccc3C#N)n(N)c(=O)c2c1C,-33,-12,11,-5,-2,6,-12,-1
O=C(NCCN1CCN(Cc2ccccc2)CC1)c1ccc(CS(=O)(=O)c2ccc(Br)cc2)o1,14,2,6,1,3,2,-4,-3
COc1ccc(F)cc1C(=O)C1CCCN(Cc2cn(C)c3ccccc23)C1 (configuration not stated),9,-6,14,-1,0,7,-1,-6
CCN=C1S/C(=C\c2ccc(OCC)c(OC)c2)C(=O)N1CC,-94,7,-6,2,8,-1,0,4
O=C1NC(c2ccc(Cl)cc2)=COc2ccccc21,0,6,6,-2,-12,-14,-5,-6

# A second format for part of the listing above.
molecule: COc1ccc(F)cc1C(=O)C1CCCN(Cc2cn(C)c3ccccc23)C1 (configuration not stated)
  SENP8 block-1: 9
  SENP7 block: -6
  PfG6PD inh: 14
  SENP1 inh: -1
  SENP6 inh: 0
  Apaf-1 inh: 7
  SENP8 block-2: -1
  HKDC1 inhibitor: -6

molecule: COC(=O)[C@@H](NC(=O)Nc1ccc(C(C)=O)cc1)C(C)C
  SENP8 block-1: 12
  SENP7 block: -6
  PfG6PD inh: -6
  SENP1 inh: 1
  SENP6 inh: -6
  Apaf-1 inh: -12
  SENP8 block-2: -12
  HKDC1 inhibitor: -13

molecule: COC(=O)c1sc2nc(SCc3ccccc3C#N)n(N)c(=O)c2c1C
  SENP8 block-1: -33
  SENP7 block: -12
  PfG6PD inh: 11
  SENP1 inh: -5
  SENP6 inh: -2
  Apaf-1 inh: 6
  SENP8 block-2: -12
  HKDC1 inhibitor: -1
